# TAG inh: triacylglycerol accumulation inhibition | H9c2 cells, Nile Red lipid (TAG) fluorescence; cells loaded with 200 µM oleic acid | inhibition, % at 12.5 µM | actives 0.66% (n = 230,000);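 active means pattern-corrected inhibition of lipid staining of at least 50% with the nuclear-stain viability signal not falling by more than 50%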;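 further: 0% = DMSO wells and 100% = triacsin C control wells; some results filed as inactive read as strong as hits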
# TAG inh DAPI viability: recorded beside TAG inh, whose call it bears; DAPI nuclei signal change (viability), lower = more cytotoxic, %;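 whole-well DAPI fluorescence read on a plate reader as a viability signal; minus 50 percent equals half of cells still viable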
# An asterisk follows results filed as active.
[1] CCN1CCN(c2cc(C)c3cc(NC(=S)N4CCC5(CC4)OCCO5)ccc3n2)CC1
[2] Cc1ccnc(NS(=O)(=O)c2ccc(NC(=O)CN3C(=O)c4ccccc4S3(=O)=O)cc2)n1
[3] O=C(Nc1ccn(CCCNCc2ccc3[nH]ccc3c2)c(=O)n1)OCc1ccccc1
[4] O=[N+]([O-])c1ccc(Cl)c(C[n+]2cccc3ccccc32)c1
[5] CCOc1ccc(S(=O)(=O)N(CC)CC(=O)NC2CCS(=O)(=O)C2)cc1 (configuration not stated)
[6] CSCCC(NC(=O)c1ccccc1)C(=O)N1CCCCCCC1 (configuration not stated)
[7] COc1cccc(-n2c(C)nn(CCOc3ccccc3)c2=O)c1
[8] CCN(CC)CCNc1nc(-c2cccs2)c(CC(=O)O)s1
assay / entry	1	2	3	4	5	6	7	8
TAG inh	34.1	1.8	7.7	45.7	-1.6	7.9	-18.4	-11.2
TAG inh DAPI viability	-6.6	8.0	5.4	-4.5	-0.7	-7.8	2.7	13.7

[9] Nn1c(SCC(=O)NC2CCCCCC2)nnc1-c1ccco1
[10] CC(C)NS(=O)(=O)c1ccc(NC(=O)C(C)OC(=O)CCCOc2ccccc2)cc1 (configuration not stated)
[11] Cn1cc(C(=O)N/N=C/C(Br)=C\c2ccccc2)ccc1=O
[12] CCc1cccc2c(C(=O)COC(=O)c3nccnc3N)c[nH]c12
[13] c1ccc(CN2CCC(Nc3nc(-c4ccccc4)nc4ccccc34)CC2)cc1
[14] O=C(c1ccc(Oc2cc(Cl)cc(Cl)c2)o1)N1CCCCC1
[15] Cc1ccc2ccccc2c1C(O)c1ncc(-c2ccc(C(F)(F)F)cc2)[nH]1 (configuration not stated)
[16] CC(C)Cn1nc(C(=O)Nc2cccc(C(=O)NC3CC3)c2)c2ccccc2c1=O
assay / entry	9	10	11	12	13	14	15	16
TAG inh	7.9	-12.8	1.1	5.1	45.3	-6.3	-13.5	-8.9
TAG inh DAPI viability	-3.1	1.4	-14.8	2.1	4.4	-2.9	-2.5	-6.7

[17] CCNC(=O)NC(=O)CSc1ccc(S(=O)(=O)N(C)C2CCCCC2)cn1
[18] Cc1nc(-c2ccccc2)sc1C1(C)CC(c2cccc([N+](=O)[O-])c2)=NO1 (configuration not stated)
[19] CCCOc1ccc(C2CC(=O)NC2=O)cc1 (configuration not stated)
[20] COc1ccccc1/C=C/C(=O)OCC(=O)N1CCN(S(=O)(=O)c2ccc(C)cc2C)CC1
[21] CCCOc1ccc(C(=O)Nc2ccc(N3CCOCC3)cc2N2CCOCC2)cc1OCC
[22] CCCCC(=O)N(C)c1c(CC)nc2c(OCC(=O)N3CCOCC3)cccn12
[23] Cc1ccc(C(=O)COC(=O)c2ccccc2N2C(=O)C3C4CCC(C4)C3C2=O)cc1C (configuration not stated)
[24] COc1ccc(Br)c(C(=O)NC2CCCC2)c1
assay / entry	17	18	19	20	21	22	23	24
TAG inh	-1.7	8.8	-2.0	9.2	10.0	14.9	12.4	7.4
TAG inh DAPI viability	-3.8	-1.4	9.8	-3.2	-13.5	-5.7	-1.1	20.2

[25] COc1ccccc1NC1=NCC(=O)N1Cc1ccccc1
[26] CC(=O)Nc1ccc(NC(=O)/C=C/c2ccc3c(c2)OCO3)cc1
[27] Cc1ccc(NC(=O)Nc2ccno2)cc1
[28] O=C(NNc1cccc(Cl)n1)Nc1cccc(Cl)c1
[29] CCOC(=O)Cc1csc(NC(=O)Nc2ccc(Cl)cc2)n1
[30] Cc1ccc(-c2csc(C(C)(O)c3ccc(F)c(F)c3)n2)cc1C (configuration not stated)
[31] Cc1ccc(C)c(OCCC(=O)N2CCN(S(=O)(=O)c3ccc([N+](=O)[O-])cc3)CC2)c1
[32] CC1CN(Cc2nc3c(c(=O)[nH]c(=O)n3C)n2CC(N)=O)CC(C)O1 (configuration not stated)
assay / entry	25	26	27	28	29	30	31	32
TAG inh	-20.2	-3.8	-0.9	-15.8	-8.9	-14.3	-32.1	7.5
TAG inh DAPI viability	-10.7	1.4	0.3	9.1	3.7	-3.5	-5.5	-13.0

[33] COc1ccc(C/C(C)=N/NC(=S)Nc2ccccc2F)cc1
[34] CCC(=O)OCC(=O)Nc1ccc2c(c1)OCO2
[35] COc1ccc(NC(=O)CC(=O)Nc2ccc(OC)cc2)cc1
[36] O=C(NCCN1CCOCC1)C(=O)NCC1OCCCN1S(=O)(=O)c1ccc(F)cc1 (configuration not stated)
[37] COc1cc(C(=O)OCC(=O)Nc2cccc(S(=O)(=O)N3CCCC3)c2)ccc1OCC(C)C
[38] O=C(C(=O)N1CCCc2ccccc21)c1cn(CC(=O)N2CCOCC2)c2ccccc12
[39] O=[N+]([O-])c1cccc(S(=O)(=O)NCCOc2cccc3cccnc23)c1
[40] CCOC(=O)c1c(C)oc(NC(=O)CCl)c1C(=O)OCC
assay / entry	33	34	35	36	37	38	39	40
TAG inh	-10.8	6.7	2.2	11.9	-0.5	-7.3	11.4	6.3
TAG inh DAPI viability	8.1	0.1	-1.0	9.2	-0.5	9.8	-0.7	6.4

# For reference, some entries already given.
[33] COc1ccc(C/C(C)=N/NC(=S)Nc2ccccc2F)cc1
[34] CCC(=O)OCC(=O)Nc1ccc2c(c1)OCO2
[35] COc1ccc(NC(=O)CC(=O)Nc2ccc(OC)cc2)cc1
[36] O=C(NCCN1CCOCC1)C(=O)NCC1OCCCN1S(=O)(=O)c1ccc(F)cc1 (configuration not stated)
assay / entry	33	34	35	36
TAG inh	-10.8	6.7	2.2	11.9
TAG inh DAPI viability	8.1	0.1	-1.0	9.2

# Continuation:
[41] CC1C(=O)N2CCCc3cc(NC(=O)c4ccccc4Br)cc1c32 (configuration not stated)
[42] O=C(CCl)NNc1nc(-c2ccccc2)c2cc(Cl)ccc2n1
[43] O=C(c1cc(COc2ccc(F)cc2Cl)on1)N1C[C@H]2CC[C@H]1C2
[44] COc1ccc(NC(=O)C2CCC(C(C)(C)C)CC2)cc1S(=O)(=O)N1CCOCC1 (configuration not stated)
[45] C[C@H]1CN(c2ccc(Br)cc2)C(=O)[C@@H]1CC(=O)Nc1ccccc1
[46] CC(=O)N1N=C(c2ccc(C)c([N+](=O)[O-])c2)OC1(C)C
[47] O=C(CCNS(=O)(=O)c1ccc(Br)s1)NCc1ccccc1Cl
[48] COc1ccc(C[C@H]2CN3C(=NC[C@H]3Cc3ccccc3)N2CCNC(=O)c2ccc(C)c(Br)c2)cc1
assay / entry	41	42	43	44	45	46	47	48
TAG inh	16.8	4.0	-6.3	14.6	-8.4	2.4	6.1	128.3
TAG inh DAPI viability	-11.8	-5.5	3.1	-10.9	-5.4	5.9	-9.7	-59.5

[49] Oc1ccc(CN2CCCc3ccccc32)c2cccnc12
[50] O=C(Cn1c(C(F)(F)F)nc2ccccc21)c1ccc(Br)cc1
[51] CCOc1cc(-c2nc(C)c(C(C)=O)n2O)ccc1OCC(=O)Nc1ccccc1
[52] CCOc1ccc(Nc2c3c(nc4ncnn24)CC(C)CC3)cc1 (configuration not stated)
[53] C[C@H]1CN([C@@H](C)CO)C(=O)CCCn2cc(nn2)CO[C@@H]1CN(C)C(=O)Nc1ccc(N2CCCCC2)cc1
[54] Cc1ccc2oc(=O)c(/C=C(\O)C(C)(C)C)nc2c1
[55] Cc1cc2nc(/N=C(\N)NC(=O)C(C)C)nc(C)c2cc1C
[56] OC[C@@H]1CN(CCc2ccccc2)C[C@H](n2cnc3c(NCc4ccc(F)cc4)ncnc32)O1
assay / entry	49	50	51	52	53	54	55	56
TAG inh	18.7	-14.2	-5.4	-189.7	14.3	4.1	7.4	6.8
TAG inh DAPI viability	-42.1	-6.4	1.4	-5.1	-1.4	4.1	6.0	-7.7

[57] O=C(Nc1ccncc1)c1cc2ccccc2cc1O
[58] CCO[C@@H]1OC(C(=O)NCc2ccccc2)=C[C@H](c2ccc(Br)cc2)[C@H]1CCCO
[59] Cn1c(=NC(=O)CS(=O)(=O)c2ccc(F)cc2)sc2ccccc21
[60] O=C(NCc1ccc2c(c1)OCO2)c1n[nH]c(=O)c2ccccc12
[61] CC(=NN(Cc1ccccc1)c1ccccc1)c1ccccc1
[62] CCOC(=O)c1nc(N)c(=O)n(-c2ccccc2)n1
[63] Cc1ccccc1C(=O)OC1CCCN(C)C1 (configuration not stated)
[64] Cn1c(=O)oc2cc(S(=O)(=O)Nc3ccc(Cl)cc3)ccc21
assay / entry	57	58	59	60	61	62	63	64
TAG inh	5.0	22.0	-23.1	2.7	-9.0	12.7	0.8	-8.1
TAG inh DAPI viability	-0.9	0.7	3.5	-11.5	5.1	-4.0	-2.2	-7.4

[65] O=C(NNS(=O)(=O)c1ccccc1)c1cnn(-c2ccc(Cl)cc2)c1C(F)(F)F
[66] C=CCOc1ccc(C2C3=C(CCCC3=O)N(CC(=O)O)C3=C2C(=O)CCC3)cc1OCC
[67] Cc1noc(C)c1S(=O)(=O)NC(=O)C1(C)CCN1C(=O)Cc1ccc(Cl)cc1Cl (configuration not stated)
[68] CC(C)CN(C(=O)COc1ccc(-c2nnco2)cc1)C1CCS(=O)(=O)C1 (configuration not stated)
[69] CCn1nc2cc(C(=O)NCCc3cccs3)ccc2c1OC
[70] O=C1c2cccc3c([N+](=O)[O-])ccc(c23)C(=O)N1c1ccccn1
[71] CC1Cc2nc(SCC(=O)NCc3ccco3)n(Cc3ccccc3)c(=O)c2S1 (configuration not stated)
[72] O=C(c1ccc(Cl)cc1)n1c(NCc2ccccc2)n[nH]c1=S
assay / entry	65	66	67	68	69	70	71	72
TAG inh	-9.1	-12.2	3.6	1.7	-4.9	31.1	-7.1	-4.7
TAG inh DAPI viability	5.4	15.5	-2.4	-3.8	-2.3	-25.7	-10.3	3.3

[73] O=C(CN1CCOCC1)OCCCC1CCCCC1
[74] O=C(NCc1ccc2c(c1)OCO2)C1Cc2ccccc2CN1C(=O)c1ccco1 (configuration not stated)
[75] CCOC(=O)c1c(NC(=O)COC(=O)c2ccc(NC(=O)CC#N)cc2)sc(C(=O)NC)c1C
[76] Cn1c(SCC(=O)Nc2nccs2)nnc1-c1ccncc1
[77] CCOC(=O)c1c(C)n(C)c2ccc(OC)c(NC(=O)CN3CCCCC3)c12
[78] C/C(=N\NC(=O)COc1cc(C)cc(C)c1)c1cccc(NC(=O)C2CCC2)c1
[79] Cc1ccc(-c2nc3[nH]c(=O)cc(NC(=O)C(C)C)n3n2)cc1
[80] COc1ccc(C2=NN(S(C)(=O)=O)C(c3cccs3)C2)cc1OC (configuration not stated)
assay / entry	73	74	75	76	77	78	79	80
TAG inh	-0.3	18.7	11.8	-6.1	-6.6	1.5	18.6	-4.3
TAG inh DAPI viability	-0.5	-11.0	-6.9	-0.1	-3.5	-4.8	-13.5	1.9

[81] Cc1ccc(/C=C/C(=O)N2CCc3ccccc3C2)cc1
[82] CSc1sc(C(=O)NCC2CC2)cc1S(=O)(=O)C(C)C
[83] CN(C)CCN(Cc1ccccc1)c1ccnc(N(C)C)c1C#N
[84] COc1ccc(S(=O)(=O)N(C)C[C@H]2Oc3ccc(NC(=O)NC(C)C)cc3C(=O)N([C@H](C)CO)C[C@@H]2C)cc1
[85] C#CC(CC)(CC)NC(=S)Nc1ccc(S(N)(=O)=O)cc1
[86] c1ccc2c(c1)OCCOCCOCCO2
[87] CC(C)N(Cc1nc(-c2ccccc2)no1)C(=O)C(Cl)(Cl)Cl
[88] CN(CCC#N)C(=O)COc1ccc(Br)cc1Cl
assay / entry	81	82	83	84	85	86	87	88
TAG inh	-9.0	-8.0	-2.7	0.7	5.2	-7.1	5.9	6.9
TAG inh DAPI viability	2.5	0.6	8.4	2.2	4.2	9.2	-11.7	-8.1

[89] CCCOc1ccccc1N/C(=N/c1nc(C)cc(C)n1)NC(=O)COc1ccc(OC)cc1
[90] CCOc1ccc2c(c1)ncn2Cc1ccccc1
[91] COc1cc2c(cc1OC)C(COc1ccc3c(C)cc(=O)oc3c1)N(C(=O)c1ccco1)CC2 (configuration not stated)
[92] O=C1NC(=S)N/C1=C\c1ccc(N2CCOCC2)cc1
[93] CCN(c1ccccc1)S(=O)(=O)c1ccc(Cl)c(NC(=O)CSc2nnc(C)s2)c1
[94] COc1cccc(-c2noc(-c3cccs3)n2)c1
[95] Cc1cc(C)nc(NC(=O)c2ccc(C)o2)n1
[96] Cc1ccc(NC(=O)COC(=O)Cc2c[nH]c3ccccc23)cc1F
assay / entry	89	90	91	92	93	94	95	96
TAG inh	-67.7	3.6	38.8	8.4	-3.7	16.0	9.0	2.8
TAG inh DAPI viability	-5.1	-11.7	-15.9	-4.6	7.1	-1.4	1.9	2.4

# Entries of single compounds, looked up by structure:
# Listed for `Cc1ccc(NC(=O)COC(=O)Cc2c[nH]c3ccccc23)cc1F` = TAG inh = 2.8; TAG inh DAPI viability = 2.4
# Listed for `CCN(c1ccccc1)S(=O)(=O)c1ccc(Cl)c(NC(=O)CSc2nnc(C)s2)c1` = TAG inh = -3.7; TAG inh DAPI viability = 7.1

# Other compounds
[97] CS(=O)(=O)Nc1ccc2c(c1)C(=O)OC2
[98] COc1cc(NC(=O)c2cccs2)c(C(=O)OCC(=O)NC(=O)NC(C)(C)C)cc1OC
[99] Cc1nc2cccc(C(=O)NC3CCCCC3)c2o1
[100] FC(F)(F)c1cccc(OCc2nnc3n2CCC3)c1
assay / entry	97	98	99	100
TAG inh	-0.7	2.1	-2.9	-13.2
TAG inh DAPI viability	14.3	6.4	-0.5	7.8

# From PubChem BioAssay

# Some of the compounds tested; the hit share may differ from the screen's.
